Bioassay records (PubChem)
RMI-FANCM inh – inhibitors of human RMI core complex binding to FANCM MM2; FP signal (polarization) at 33 µM; Fluorescence polarization, RMI core complex with F-MM2 peptide; hits give low values; hit rate 0.58% among 70,000; in the data active = FP signal below about 40; also: inactives centre near 61; strong numbers were not always called active; unit not given here
Active calls of the source: *.

SMILES | RMI-FANCM inh
CCOC(=O)c1c(NC(=O)CSc2nnc3ccc4ccccc4n23)sc2c1CCCC2 | 72
COc1cccc(NC(=O)CSc2nc3cc(-c4ccccc4)sc3c(=O)n2C)c1 | 62
C=c1cc(C)n(CC(=O)Nc2ccc(C(=O)OCC)cc2)c(=O)c1=C1N=C(c2ccc(F)cc2)NO1 | 133
Clc1ccc(-c2noc(C3CCc4ccccc4O3)n2)cc1 (stereo unspecified) | 54
O=C1CN(Cc2c(F)cccc2Cl)S(=O)(=O)c2ccccc2N1Cc1ccccc1 | 68
CCOC(=O)c1c(-c2ccccc2)csc1NC(=O)CCSc1nnc2scc(-c3ccccc3)n12 | 79
CN1CCc2cc(C(CNC(=O)Nc3ccc(F)cc3)N3CCCC3)ccc21 (stereo unspecified) | 72
CCc1c(C)nc(SCc2nc(-c3ccc(OC)cc3)oc2C)[nH]c1=O | 62
CCOc1ccc(NC(=O)CCc2c(C)nn(-c3nc(C)cc(=O)[nH]3)c2C)cc1 | 64
Cc1nnc(SCC(=O)c2ccc([N+](=O)[O-])cc2)n(N)c1=O | 51
COc1cccc(C(=O)Nc2ccc3c(c2)N(CCC(C)C)C(=O)C(C)(C)CO3)c1OC | 75
COc1ccccc1CCNC(=O)Cc1csc(Nc2ccccc2)n1 | 65
CCC(=O)N1CCc2ccc(NS(=O)(=O)c3ccc(Cl)s3)cc2C1 | 71
COc1cccc(S(=O)(=O)NCc2ccc(C(=O)Nc3ccc(C)cc3)cc2)c1 | 78
O=C(Nc1ccc2c(c1)CN(C(=O)c1ccco1)CC2)c1c(F)cccc1F | 67
O=C(c1ccc(-c2nc3ccccc3s2)s1)N1CCCC1 | 66
COc1cc(/C=C/C(=O)Nc2nnc(SCC(=O)Nc3nc4ccccc4s3)s2)cc(OC)c1OC | 73
CCOC(=O)c1c(NC(=O)/C=C/c2ccccc2)sc2c1CCCCC2 | 84
CC(C)(C)OC(=O)COc1ccc2c(-c3cc4ccccc4oc3=O)cc(=O)oc2c1 | 66
CC[n+]1c(/C=C/c2ccccc2OC)sc2ccccc21 | 139
O=C(c1cc([N+](=O)[O-])cc([N+](=O)[O-])c1)N1CCN(C(=O)c2ccco2)CC1 | 55
N#CCCS(=O)(=O)c1ccc(Cl)cc1 | 57
CCc1ccc(N2C(=O)C3N=NN(CC(=O)Nc4ccc(Oc5ccccc5)cc4)C3C2=O)cc1 (stereo unspecified) | 57
Cc1cc(NC(=O)c2cc3ccccc3o2)n(-c2nc3c(cnn3-c3cccc(Cl)c3)c(=O)[nH]2)n1 | 63
Cc1nnc(NC(=O)CSc2nnc(NC(=O)c3ccc(S(=O)(=O)N4CCCCC4)cc3)s2)s1 | 53
CC(C)C(=O)NCCCc1ccc(N(C)C)cc1 | 72
COc1ccc(S(=O)(=O)NCCCn2ncccc2=O)cc1OC | 61
CCOC(=O)c1ccc(NC(=O)Nc2nc(-c3cccs3)c(C(=O)C(F)(F)F)s2)cc1 | 58
NC(=O)c1ccc(-c2ncc3c(n2)-c2cc(F)ccc2OC3)cc1 | 54
COc1ccccc1NC(=O)Cn1cc(-c2nnc(-c3ccccc3)o2)c2ccccc21 | 113
Cc1ccc(S(=O)(=O)NNC(=O)c2cc(C)cs2)cc1 | 36
O=S(=O)(c1cccs1)n1ccc(-c2ccc3c(c2)CCO3)n1 | 57
O=C(CC1S/C(=N\N=C/c2ccccc2O)NC1=O)c1ccc(Cl)cc1 (stereo unspecified) | 61
Cc1cc(-c2nnc(NC(=O)C(C)C)o2)nn1C | 64
Cc1onc(-c2cccc([N+](=O)[O-])c2)c1C(=O)O/N=C(/C#N)c1ccccc1 | 62
CN1CCc2cc(C(CNC(=O)c3cc4ccccc4oc3=O)N3CCCC3)ccc21 (stereo unspecified) | 59
C=CCn1c(=S)[nH]c2ccccc2c1=O | 61
COc1ccc(OC)c(-c2csc(NC(=O)C3CCN(S(C)(=O)=O)CC3)n2)c1 | 65
CCCCOC(=O)c1ccc(NC(=O)c2cccn(OCc3ccccc3F)c2=O)cc1 | 58
NC(=O)c1n[nH]c2ccccc12 | 53
CCOc1ccccc1NC(=O)Cc1c(C)nc(SCc2cccc(Cl)c2)[nH]c1=O | 65
O=C(Cc1ccc(F)cc1)Oc1coc(CSc2nnc(NC(=O)C3CC3)s2)cc1=O | 55
CCNC(=O)C(=O)NCC(c1ccc(N(C)C)cc1)N1CCN(c2ccc(F)cc2)CC1 (stereo unspecified) | 64
Cc1c(C(N)=O)cnn1-c1ccc(Cl)cc1 | 56
C=CCN1C(=O)C(C)(C)COc2cc(NS(=O)(=O)CC)ccc21 | 65
N#CC1=C(N)OC2=C(C(=O)CCC2)C1c1ccc(-c2cccc([N+](=O)[O-])c2)o1 (stereo unspecified) | 64
COc1ccccc1OC(=O)C1OC2OC(C)(C)OC2C2OC(C)(C)OC12 (stereo unspecified) | 61
CCN(CC)CCNC(=O)c1sc2c(cnc3ccc(OC)cc32)c1-c1ccccc1 | 113
COc1cccc(C(=O)Oc2coc(CSc3nncn3C)cc2=O)c1 | 53
Cc1cc(NC(=O)c2nnn(-c3ccc(Cl)cc3)c2C)no1 | 67
CC(C)(C)c1ccc(S(=O)(=O)Nc2cc3sc(=O)oc3c3ccccc23)cc1 | 58
CSc1ccncc1C(=O)Nc1ccc(F)cc1F | 56
CC(=O)Nc1ccc(C(=O)NCCNC(=O)c2ccc(S(=O)(=O)N(C)C)cc2)cc1 | 68
CN=C1SC(CC(=O)Nc2sc3c(c2C#N)CCCC3)C(=O)N1C (stereo unspecified) | 62
CCN(CC)CCNC(=O)COc1ccc(Cl)cc1Cl | 61
COc1ccc(Br)cc1S(=O)(=O)Nc1cccc2cn[nH]c12 | 63
O=C(NCc1cccs1)C1CCCN(c2ccc(-c3cccs3)nn2)C1 (stereo unspecified) | 61
CC1CN(C(=O)c2ccc(CNS(=O)(=O)c3cccc(C(F)(F)F)c3)cc2)CC(C)O1 (stereo unspecified) | 74
Cc1ccc(S(=O)(=O)N2N=C(c3cccc(NS(C)(=O)=O)c3)CC2c2cccc([N+](=O)[O-])c2)cc1 (stereo unspecified) | 55
COc1ccc(C(=O)Cn2nc(C)c3cnn(C(C)(C)C)c3c2=O)cc1 | 65
Other results follow:
SMILES | RMI-FANCM inh
Nc1ncnc(NNC(=O)CNC(=O)c2cccc(F)c2)c1[N+](=O)[O-] | 60
Cc1nc2ccccc2n1Cc1ccc(C(=O)NCc2ccco2)o1 | 62
CCOC(=O)c1[nH]c(C)c(S(=O)(=O)NCc2nn(-c3ccccc3)nc2C)c1C | 59
CCOc1ccc(NC(=O)C2CCN(C(C)=O)CC2)cc1 | 55
O=S(=O)(c1ccc(N2CCN(c3ccc(F)cc3)CC2)nn1)C1CCCCC1 | 67
c1ccc(-c2cnc(-c3ccccc3)nc2)cc1 | 51
C(=C\c1nnnn1-c1ccccc1)/NCc1ccccc1 | 55
O=C(CN1c2ccccc2Sc2ccccc21)N/N=C/c1ccc([N+](=O)[O-])cc1 | 62
COc1ccc(OCc2ccc(-c3nc(C#N)c(N4CCC(C(N)=O)CC4)o3)o2)cc1 | 61
O=C(O)c1nnn(-c2ccccc2)c1CSc1ncccn1 | 68
COc1cccc(OCC(O)CN2CCCCC2)c1 (stereo unspecified) | 63
Cc1noc(C)c1-n1sc(=O)n(CC2CC2)c1=O | 55
CCOc1ccc(NC(=O)Cn2nc(-c3ccccc3)c3sc(N4CCCC4)nc3c2=O)cc1 | 112
S=c1[nH]nc(-c2c(-c3ccccc3)c(-c3ccccc3)nn3nnnc23)o1 | 52
CSC1=CC(=O)CC(C)(C)S1 | 57
O=C(Nc1ccc(S(=O)(=O)N2CCCCC2c2cccnc2)cc1)c1ccc(Cl)c([N+](=O)[O-])c1 (stereo unspecified) | 56
S=C1NCN(CCN2CCCC2)CN1 | 56
CCOC(=O)C(O)(NC(=O)c1cccnc1)C(F)(F)F (stereo unspecified) | 55
Cc1ccc2[nH]c3c(=O)n(CC(=O)NC4CCCC4)cnc3c2c1 | 65
c1ccc(CSc2nnc(C3COc4ccccc4O3)o2)nc1 (stereo unspecified) | 71
O=C(NCC1CCCO1)c1csc(Nc2ccccc2)n1 (stereo unspecified) | 62
COc1ccc(C)cc1NC(=O)NCCCn1ncccc1=O | 62
OCCCCn1c(-c2ccccc2)cc2ccccc21 | 53
O=C(NNC(=O)c1ccc(Oc2ccc(C3SCCS3)cc2)o1)c1cccc(Cl)c1 | 68
NC(=O)NCc1ccc(F)cc1 | 55
O=c1c2cccnc2[nH]n1-c1ccccc1 | 66
CCOc1ccc(-c2noc(-c3ccc(CS(=O)(=O)c4ccc(OC)c(OC)c4)o3)n2)cc1 | 127
CS(=O)(=O)N1CCC(C(=O)Nc2nc(-c3cc4ccccc4o3)cs2)CC1 | 72
O=C(NCCOc1ccccc1)Nc1ccc2c(c1)OCO2 | 62
CN1CCN(C(CNC(=O)c2ccccc2Br)c2ccc3c(c2)CCCN3C)CC1 (stereo unspecified) | 58
CN1CCN(C(CNC(=O)C(=O)NC2CCCCCC2)c2ccc3c(c2)CCCN3C)CC1 (stereo unspecified) | 64
COc1ccccc1NC(=O)Cn1nc(C2CC2)c2cnn(-c3ccc(C)cc3C)c2c1=O | 70
CC(=O)NC(=O)c1cnn(-c2ccccc2)c1N | 54
COC(=O)c1ccc(CSc2n[nH]c(=O)c3cc(-c4cccs4)nn23)o1 | 77
Cc1ccc(-n2c(=S)sc3c(=O)n(C)c(SCC(=O)NCc4ccccc4)nc32)cc1 | 62
Cc1ccc(-n2nnnc2CNC(=O)c2cc(=O)c3ccccc3o2)cc1 | 57
O=C(NCCN1CCOC(c2ccccc2)C1)c1ccc(Cl)cc1 (stereo unspecified) | 76
CSC(=S)OC12CC3CC(CC(C)(C3)C1)C2 | 56
COc1ccccc1N1CCN(CCNC(=O)C(=O)Nc2ccc3c(c2)OCCO3)CC1 | 66
O=S(=O)(NCCCN1CCOCC1)c1cc(C(F)(F)F)cc(C(F)(F)F)c1 | 54

Exported with values ahead of the structure: part of the list above
| RMI-FANCM inh | structure |
| --- | --- |
| 77 | COC(=O)c1ccc(CSc2n[nH]c(=O)c3cc(-c4cccs4)nn23)o1 |
| 72 | CS(=O)(=O)N1CCC(C(=O)Nc2nc(-c3cc4ccccc4o3)cs2)CC1 |
| 70 | COc1ccccc1NC(=O)Cn1nc(C2CC2)c2cnn(-c3ccc(C)cc3C)c2c1=O |
| 56 | CSC(=S)OC12CC3CC(CC(C)(C3)C1)C2 |
| 66 | COc1ccccc1N1CCN(CCNC(=O)C(=O)Nc2ccc3c(c2)OCCO3)CC1 |

(more compounds)
SMILES | RMI-FANCM inh
COCCn1c(=NC(=O)C(C)C)sc2cc(F)ccc21 | 69
COc1ccc(S(=O)(=O)N2CCN(c3ccc(-c4ccco4)nn3)CC2)cc1F | 68
CC(=O)c1cccc(NC(=O)c2sc3nc4c(c(-c5cccnc5)c3c2N)CCCC4)c1 | 81
O=C(NCc1ccccc1)C1CC(c2ccc(Cl)cc2)=NO1 (stereo unspecified) | 63
Cc1nn(-c2ccccc2)c2[nH]cc(C(=O)N3c4ccccc4CC3C)c(=O)c12 (stereo unspecified) | 55
Cc1ccc(C(N)=NCCc2csc(-c3ccc(C)cc3)n2)cc1 | 71
C=Cc1ccc(COC(=O)c2nnn(-c3ccc(CC)cc3)c2C)cc1 | 67
CN1CCN(Cc2c(-c3ccccc3)c(-c3ccccc3)c3ccccn23)CC1 | 45
O=c1oc2c(o1)=C(c1ccccc1)S(=O)(=O)C=2c1ccccc1 | 63
Cc1nc2cc(NC(=O)c3ccn(C)n3)ccc2s1 | 70
COc1ccc(NC(=O)NCCCn2nc(-c3ccccc3)ccc2=O)cc1OC | 68
O=C(c1ccc(Cl)nc1)N1CCN(c2ccc(-c3ccc(F)cc3)nn2)CC1 | 62
C=CCn1c(=S)sc2c(Sc3nnc(-c4ccncc4)n3C)ncnc21 | 55
CC(C)c1ccc(NC(=O)C(=O)NCC(c2ccc3c(c2)CCN3C)N2CCCC2)cc1 (stereo unspecified) | 70
COC(=O)c1sccc1-c1ccc(CN2CCC(c3ccccc3OC)CC2)o1 | 83
Cc1nc(SC(C(=O)O)c2ccccc2)nc2ccccc12 (stereo unspecified) | 64
CC(=O)N1N=C(c2c(-c3c(Cl)cccc3Cl)noc2C)OC1c1ccc([N+](=O)[O-])s1 (stereo unspecified) | 56
CCn1c2ccc(Cl)cc2c2nc3ccccc3nc21 | 57
CN(C)c1ccc(CCNS(=O)(=O)c2ccccc2)cc1 | 69
COC(=O)c1ccc(C(=O)N(/N=C\c2cc(OC)c(OC)c(OC)c2)c2nc3ccc(F)cc3s2)cc1 | 73

In another format: 7 of the compounds above.
RMI-FANCM inh	molecule
63	O=c1oc2c(o1)=C(c1ccccc1)S(=O)(=O)C=2c1ccccc1
70	Cc1nc2cc(NC(=O)c3ccn(C)n3)ccc2s1
68	COc1ccc(NC(=O)NCCCn2nc(-c3ccccc3)ccc2=O)cc1OC
62	O=C(c1ccc(Cl)nc1)N1CCN(c2ccc(-c3ccc(F)cc3)nn2)CC1
55	C=CCn1c(=S)sc2c(Sc3nnc(-c4ccncc4)n3C)ncnc21
70	CC(C)c1ccc(NC(=O)C(=O)NCC(c2ccc3c(c2)CCN3C)N2CCCC2)cc1 (stereo unspecified)
83	COC(=O)c1sccc1-c1ccc(CN2CCC(c3ccccc3OC)CC2)o1

(listing goes on)
SMILES | RMI-FANCM inh
COc1ccc(OCC(=O)NCCOc2cc(C)cc(C)c2)cc1 | 61
Cn1c(C2CCCN(S(C)(=O)=O)C2)nn(CC(=O)N2CCCc3ccccc32)c1=O (stereo unspecified) | 62
COc1ccc(S(=O)(=O)N2CCN(c3ccc4nnc(C5CC5)n4n3)CC2)cc1F | 64
CC(C)(C)c1cc(C(=O)/C(C#N)=N\Nc2cccc(Cl)c2)no1 | 54
O=[N+]([O-])c1ccc(SC2=NCCS2)c([N+](=O)[O-])c1 | 58
COc1ccc(OC)c(S(=O)(=O)Oc2ccc3ccccc3c2I)c1 | 72
CC(=O)Nc1ccc(NC(=O)CSc2nc(CC(=O)N3CCC4(CC3)OCCO4)cs2)cc1 | 54
Cc1cc(NC(=O)c2ccnn2C)n(-c2nc3ccccc3s2)n1 | 107
Cc1ccc2c(O)c(-c3ccccc3)c(=O)[nH]c2c1 | 53
Cn1cccc1C(CNC(=O)C12CC3CC(CC(C3)C1)C2)N1CCCC1 (stereo unspecified) | 63

An excerpt. The share of hits here may be higher or lower than overall.
